# Assay outcomes: PubChem, several laboratories
# RmlC RmlD mix – RmlC/RmlD inhibition, mixture screen; RmlC/RmlD coupled enzyme inhibition, 384-well mixture HTS; inhibition, % at 5.5 µM; hit rate 0.39% among 110,000; in the data active = inhibition above about 30%, passing the limit was not always enough; inconclusive = no clear call, values can overlap the other calls; also: strong numbers were not always called active
# HIV RNase H inh – blocks HIV-1 RNase H cleavage of RNA/DNA duplex; inhibition, % at 10 µM; P04585; hit rate 1.9% among 65,000; AID 565; RT-RNase H RNA/DNA duplex cleavage, fluorescence; in the data active = inhibition above about 50%
# Starred values were filed as active, the others as inactive; u = inconclusive; x = no result given. Some of the compounds tested. The share of hits here may be higher or lower than overall.
SMILES,RmlC RmlD mix,HIV RNase H inh
C=CCNS(=O)(=O)CC12CCC(CC1=O)C2(C)C (centres undefined),12,x
CN1CCN(c2ccc(Cl)cc2NC(=O)C2COc3ccccc3O2)CC1 (centres undefined),-16,-3
Cc1ccc(NCc2nnc(SCC(=O)N3CCCc4ccccc43)o2)c(C)c1,10,-4
O=c1[nH]c2cc3c(cc2cc1CN(CC1CCCO1)S(=O)(=O)c1ccccc1)OCCO3 (centres undefined),-6,-9
CCOC(=O)C1C(=O)NC(N2CCCCC2)=NC1c1ccccc1 (centres undefined),5,-9
COCCOC(=O)c1c(C)n(C)c2ccc(OC(=O)N(C)C)cc12,10,x
Cc1ccsc1C1Nc2ccc3ncccc3c2C2=C1C(=O)CCC2 (centres undefined),-6,x
CC1CC(C(F)(F)F)n2ncnc2N1 (centres undefined),-9,-4
Cc1cc(N2CCOCC2)n2nc(C)c(-c3ccccc3)c2n1,6,-3
C(=N\Nc1nc(-c2ccccc2)cs1)/c1cccnc1,24,x
CCOc1ccc(NC(=O)c2ccccc2OC)cc1,x,-81
Cc1ccc(NC(=O)C2CCN(S(=O)(=O)c3c(C)n[nH]c3C)CC2)nc1,6,-17
Clc1ccc(-n2nnc(-c3ncc[nH]3)n2)cc1Cl,10,x
COC(=O)CCCC1=CC2=CC(=O)C(C)(OC(=O)c3cccs3)C(=O)C2=CN1C1CCCCC1 (centres undefined),20,x
CCCn1c(Nc2nc3ccccc3n2C)nc2ccccc21,1,16
COc1ccc(-c2csc(-n3ncc(-c4cccs4)c3N)n2)cc1,6,x
Cc1ccsc1/C=N/NC(=O)CSCc1ccc(Cl)cc1,-10,x
Cc1cc(Cl)c(S(=O)(=O)N2CC(C)OC(C)C2)cc1OCC(N)=O (centres undefined),-11,-11
Cc1[nH]nc(-c2ccc(OCc3cnn(-c4ccccc4)c3)cc2O)c1Oc1ccc(Cl)cc1,-9,x
COCCN1C(=O)c2ccccc2C(C(=O)NCCCN2CCCC2=O)C1c1c[nH]c2ccccc12 (centres undefined),4,-6
Cn1nnnc1SCCNCc1ccncc1,6,1
O=C(O)CCCC(=O)Nc1ccccc1C(=O)N1CCCC1,-29,2
COC(=O)c1ccc(NC(=O)CN2CCOCC2)cc1,9,-6
Cc1cc(C)n(C(=O)CCCC(=O)n2nc(C)cc2C)n1,6,-35
COC(=O)CSc1nc(NCC(C)C)nc(N2CCOCC2)n1,5,-23
Cc1ccc(-c2csc(N(CCCN3CCOCC3)C(=O)c3ccco3)n2)cc1,6,-3
O=C(CCC(=O)OCC(=O)c1cccc([N+](=O)[O-])c1)Nc1cccc(Cl)c1Cl,3,x
CC(=O)c1ccccc1NC(=O)C1C2CCC(O2)C1C(=O)O (centres undefined),-11,-3
O=C(Nc1cccc(-c2cn3ccccc3n2)c1)c1cnccn1,-8,-14
Cn1c(=O)oc2cc(S(=O)(=O)NCCc3ccccc3)ccc21,x,-10
COc1ccc(-c2nnc(NC(=O)c3ccc(S(=O)(=O)N4CCCc5ccccc54)cc3)o2)cc1,x,52*
O=C(Nc1ccc(NC(=O)C2CC2)nc1)c1cccnc1,30,-8
COc1cccc(C2CC(c3cccs3)=NN2C(=O)CSc2nc3c(cnn3-c3ccc(F)cc3)c(=O)[nH]2)c1OC (centres undefined),-5,x
COc1ccc(-n2c(-c3ccc(F)cc3)cnc2SCC(=O)NCc2ccco2)cc1,-17,x
CC(=O)c1ccc(OCCN2CCOCC2)cc1,1,x
O=C(COc1ccccc1)N1CCN(C(=O)Cc2ccccc2)CC1,-15,-7
Brc1ccc(-c2csc(N3CCc4ccccc4C3)n2)cc1,-12,x
CCOC(=O)c1cnc2ccc(C)cc2c1Nc1ccc(N2CCOCC2)cc1,-27,x
CCOc1ccccc1N(CC(=O)NC1CCCCC1)C(=O)CCCC(=O)Nc1ccccn1,-4,-2
Cc1nc2ccc(-c3ccccc3)cc2o1,-13,-1
CCn1c(SCC(=O)N2CCOCC2)nc2sc3c(c2c1=O)CCCC3,-4,-7
Cc1ccc(N2CCN(CC3CC=CCC3)CC2)cc1 (centres undefined),-12,-9
O=C(c1cccn2c(=O)c3ccccc3nc12)N1CCC2(CC1)OCCO2,32,x
Cc1ccccc1C(=O)Nc1ccccn1,13,x
CNC(=O)c1ccc(Nc2nnc(C)c3ccccc23)cc1,-10,x

# An excerpt from further up:
SMILES,RmlC RmlD mix,HIV RNase H inh
O=C(Nc1cccc(-c2cn3ccccc3n2)c1)c1cnccn1,-8,-14
Cn1c(=O)oc2cc(S(=O)(=O)NCCc3ccccc3)ccc21,x,-10
COc1ccc(-c2nnc(NC(=O)c3ccc(S(=O)(=O)N4CCCc5ccccc54)cc3)o2)cc1,x,52*
O=C(Nc1ccc(NC(=O)C2CC2)nc1)c1cccnc1,30,-8
COc1cccc(C2CC(c3cccs3)=NN2C(=O)CSc2nc3c(cnn3-c3ccc(F)cc3)c(=O)[nH]2)c1OC (centres undefined),-5,x
COc1ccc(-n2c(-c3ccc(F)cc3)cnc2SCC(=O)NCc2ccco2)cc1,-17,x
CC(=O)c1ccc(OCCN2CCOCC2)cc1,1,x
O=C(COc1ccccc1)N1CCN(C(=O)Cc2ccccc2)CC1,-15,-7
Brc1ccc(-c2csc(N3CCc4ccccc4C3)n2)cc1,-12,x
CCOC(=O)c1cnc2ccc(C)cc2c1Nc1ccc(N2CCOCC2)cc1,-27,x
CCOc1ccccc1N(CC(=O)NC1CCCCC1)C(=O)CCCC(=O)Nc1ccccn1,-4,-2
Cc1nc2ccc(-c3ccccc3)cc2o1,-13,-1
CCn1c(SCC(=O)N2CCOCC2)nc2sc3c(c2c1=O)CCCC3,-4,-7
Cc1ccc(N2CCN(CC3CC=CCC3)CC2)cc1 (centres undefined),-12,-9
O=C(c1cccn2c(=O)c3ccccc3nc12)N1CCC2(CC1)OCCO2,32,x
Cc1ccccc1C(=O)Nc1ccccn1,13,x

# Remaining list, next part:
SMILES,RmlC RmlD mix,HIV RNase H inh
Cc1nn(-c2ccccn2)c2nc(-c3cccs3)cc(C(=O)N3CCOCC3)c12,46,-15
CCOC(=O)N1CCN(S(=O)(=O)c2ccc(C(=O)NNc3nc4c(C)cc(C)cc4s3)cc2)CC1,-12,x
S=C(Nc1ccccc1)Nc1nc2ccccc2n1CCOc1ccccc1,8,x
O=C(CCCN1C(=O)c2ccccc2C1=O)Nc1ccc(S(=O)(=O)N2CCCCC2)cc1,-10,x
c1ccc(CCSc2nccn2-c2ccccc2)cc1,5,x
COc1ccc(Cl)c(NC(=O)NCCN2CCN(c3ccccc3)CC2)c1,-18,5
CCSC(=Nc1ccccc1)C1=C(O)COC1=O,-15,-1
COc1ccc(C(=O)CN2C(=O)c3ccccc3C2=O)c(OC)c1C,3,-22
O=C(CN1C(=O)CSC1=O)Nc1ccccc1F,11,-5
CCN(CC)c1ncnc2ccc(Br)cc12,7,x
CC(C)(C)c1cc(CN2CCN(CCC#N)CC2)cc(C(C)(C)C)c1O,4,7
CC1CCCN(C(C(=O)Nc2ccc3c(c2)OCCO3)c2ccccc2)C1 (centres undefined),-4,6
COc1ccccc1N1CCN(C(=O)C(Sc2ccccc2)c2ccccc2)CC1 (centres undefined),14,x
COc1ccc(-c2ccc(-c3nnn(CC(=O)N4CCOCC4)n3)cc2)cc1,5,-31
CCOC(=O)N1CCN(C(=O)CSCc2nc(-c3ccccc3C)oc2C)CC1,-8,10

# Exported with tabs: part of the list above
Compound	RmlC RmlD mix	HIV RNase H inh
COc1ccc(Cl)c(NC(=O)NCCN2CCN(c3ccccc3)CC2)c1	-18	5
CC(C)(C)c1cc(CN2CCN(CCC#N)CC2)cc(C(C)(C)C)c1O	4	7

# (further entries)
SMILES,RmlC RmlD mix,HIV RNase H inh
O=C(CSc1nc2c(cnn2-c2ccc(F)cc2)c(=O)[nH]1)N1CCCCCC1,-2,-8
Cc1nn(-c2ccccc2)c2c1C1(C(=O)N(C)c3ccccc31)C(C#N)=C(N)O2 (centres undefined),32,1
O=C(NCCN1CCOCC1)c1ccc2c(c1)N(Cc1ccc(F)cc1)C(=O)CS2,5,-1
CNc1ccccc1-n1ccc(-c2ccccc2)n1,-7,-21
c1ccc2c(N3CCCCC3)nc(N3CCCCC3)nc2c1,x,-4
Cc1nn(Cc2ccccc2)c(Cl)c1C(=O)OCc1nnc(-c2ccc(Cl)cc2)o1,12,-18
Cc1cccc(CCNC(=O)c2nnc(Cc3ccc(Cl)cc3)o2)c1,x,-1
OC1(CN2CCOCC2)C2CC3CC(C2)CC1C3 (centres undefined),10,-6
COC(=O)CCC(=O)OC1(C)C(=O)C2=CN(CCN3CCOCC3)C(c3ccc(OC)cc3)=CC2=C(Br)C1=O (centres undefined),-14,x
CN(C)c1nc(OCCNC(=O)COc2ccc(Cl)cc2Cl)nc(N2CCOCC2)n1,-12,-13
COc1cc(C2=NOC(C(=O)NC3CCCCC3)C2)cc(OC)c1OC (centres undefined),u,6
Cc1cc(C(=O)OCC(=O)NCc2ccco2)c(C)n1-c1ccc(F)cc1,4,-51
Cc1cccc(-n2c(C)cc(/C=N/NC(=O)c3ccc(CN4CCOCC4)cc3)c2C)c1,-3,x
Cc1ccc(-c2nnn(CC(=O)N3c4ccccc4CCc4ccccc43)n2)cc1,12,x
COc1ccc(-c2nc3ccccc3c(C(=O)Nc3ccc(S(=O)(=O)Nc4cc(C)on4)cc3)c2C)cc1,23,x
COc1ccc(Br)cc1C1Nc2ccccc2C(=O)N1NC(=O)c1ccncc1 (centres undefined),-12,x
O=C1C=C(c2ccc3[nH]ccc3c2)CCC1,9,x
CCCOc1ccc(N2C(=O)CC(N3CCCC(C(=O)N4CCCC4)C3)C2=O)cc1 (centres undefined),5,2
COc1ccccc1NC(=O)c1cc(Sc2nncn2C)nc2ccccc12,9,5
O=C(CSc1nnc(-c2ccccc2O)o1)N1CCc2ccccc2C1,-4,-17
Cc1noc(C)c1CSc1nc2ccccc2nc1NS(=O)(=O)c1ccc(Cl)cc1,2,9
NC(=O)N1CCCC1C(=O)Nc1ccc(Cl)c(Cl)c1 (centres undefined),4,x
CCO[C@@H]1OC(C(=O)N2CCN(Cc3ccc4c(c3)OCO4)CC2)=C[C@H](c2cn(C(C)=O)c3ccccc23)[C@H]1CCCO,2,x
c1ccc2c(NCC3CCCO3)nc(-c3ccncc3)nc2c1 (centres undefined),11,-8
Cc1cccc(NC(=O)CSc2nc3ccccc3o2)c1,-13,x
CC(=O)OC1N=C(c2ccccc2)c2cc(Br)ccc2NC1=O (centres undefined),-10,x
CCSc1nnc(NC(=O)C(C(F)(F)F)C(F)(F)F)s1,11,8
COc1ccc2c(Cl)c(C(=O)N/N=C/c3ccc4c(c3)OCO4)sc2c1,2,x
CC1(C)CC2CC(C)(CN2C(=O)C23CCC(C)(C(=O)O2)C3(C)C)C1 (centres undefined),4,-5
COCCN(Cc1cc2ccc(C)cc2n2nnnc12)Cc1nnnn1C(C)(C)C,26,x
Cc1onc(-c2ccccc2Cl)c1C(=O)NCCn1c(C)cc2ccccc21,x,-6
COc1ccccc1[C@@H]1C(c2cccc(Cl)c2)=NN(c2ccccc2)[C@H]1C(=O)N1CCOC1=O,-208,x
CCc1nc2ccccc2n1CC(=O)N(C(C)CC)C1CCS(=O)(=O)C1 (centres undefined),-33,6
CSc1cccc(NC(=O)COc2ccccc2)c1,-16,-16
O=C(NCCCN1CCOCC1)c1onc(CSc2ccccn2)c1C(=O)NCCCN1CCOCC1,-10,x
COC(=O)C1=C(c2cccc(OC)c2OC)C[C@@H]2CC[C@H]1N2C(=O)NCc1ccccc1,2,x
Cc1cc(NC(=O)c2ccco2)ncc1NC(=O)CCc1ccccc1,x,6
COc1ccc(-n2c(Cc3cccn3C)nnc2SCC(=O)Nc2ccccc2F)cc1,-5,-31
C#CCOCCOCCOCCNc1nc(N2CCOCC2)nc(N2CCN(C(=O)[C@H](Cc3cc4ccccc4[nH]3)n3cc([C@@H](N)Cc4ccc(O)cc4)nn3)CC2)n1,-16,x
CN(C)c1nc(Nc2ccccc2)nc(N(C)C)n1,-6,x
O=C(O)CN1CCN(Cc2ccc(F)cc2Cl)C1=O,-6,-2
CC(=O)C(Sc1nn(C)c(=S)s1)C(=O)Nc1ccccc1 (centres undefined),14,27
O=C(COC(=O)C1CC(=O)N(c2ccc3c(c2)OCCO3)C1)NC1CCCc2ccccc21 (centres undefined),-6,-8
COc1ccccc1-c1noc(CCC(=O)Nc2cccc(C)c2)n1,12,-1
CC(=O)Nc1coc2ccc(Br)cc12,3,-14
O=C(CSc1cn(Cc2ccccc2)c2ccccc12)N1CCOCC1,7,x
O=C(NC1CCN(Cc2ccccc2)CC1)C1CCCN(S(=O)(=O)c2cccc3nonc23)C1 (centres undefined),-6,-4
CCOC(=O)c1cccc(NC(=O)CN(c2ccc(C)cc2)S(=O)(=O)c2c(C)n[nH]c2C)c1,36,10
CC(=O)N1C(=O)N(C)C2C1N(C)C(=O)N2C(C)=O (centres undefined),7,-12
CC(C)CCC1(CCc2ccncc2)C(=O)NC(=O)NC1=O,4,x
CCN(CC)C(=S)SCC(=O)c1ccccc1,5,x
Cc1ccc(N2C(=O)c3ccccc3NC2C(C)Cc2ccc3c(c2)OCO3)cc1 (centres undefined),-35,x
CCCC(=O)Nc1c(C(=O)OCC)[nH]c2ccccc12,-13,-13
CC1(c2nnc(-c3ccccc3)o2)CC(c2ccc([N+](=O)[O-])cc2)=NO1 (centres undefined),2,x
NC(=O)c1cc(S(=O)(=O)Nc2cccc(F)c2)co1,8,-12
CN(C)/C=N/c1ncc(C(=O)c2ccccc2)s1,1,x
Cc1sc2nc(CN(C(=O)c3cccs3)C3CCCC3)[nH]c(=O)c2c1C,-12,5
O=C1C=C(c2cccc3c2oc2ccccc23)CCC1,9,x
CCc1ccc(NCCC(=O)c2ccc(Br)cc2)cc1,u,x
COc1cc2c(cc1OC)C(C)N(C(=O)c1cc3ccccc3o1)CC2 (centres undefined),3,-18

# Remaining list, next part
SMILES,RmlC RmlD mix,HIV RNase H inh
CC1(C)CC(=O)C2=C(C1)N(c1ccc(F)cc1)C(=O)CC2c1cccnc1 (centres undefined),5,-4
Cc1ccc2nc(NC(=O)CCn3c(=O)sc4ccccc43)sc2c1,0,x
Cc1cc(OCCCCCNCCO)ccc1Cl,8,9
CCOC(=O)N1CCN(C(=O)CSCc2ccccc2C)CC1,7,x
Cc1ccccc1NC1=C/C(=N\S(=O)(=O)c2cccs2)c2ccccc2C1=O,-5,x
